CDK5 p35 inh – CDK5/p35 (human) kinase inhibition; inhibition, % at 10 µM; Q00535+Q15078; 330,000 tested, 0.01% active; Recombinant CDK5/p35, ADP-Glo luminescence, 60 min;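 active means highest replicate inhibition of at least 50% and at least 75% of replicates reaching 50%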;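 further: plate controls were DMSO neutral control for no effect and GW8510 at 10 µM for full effect; many of its hits are not listed in these tables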
PvdQ acylase – blocks Pseudomonas aeruginosa PvdQ acylase activity | purified PvdQ acylase, fluorescence plate reader | inhibition, % at 10 µM | 340,000 tested, 0.063% active; in the data active means inhibition above about 30%, passing the limit was not always enough;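 further: 0% = vehicle neutral wells and 100% = reference inhibitor wells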
HTR5A inv ctr – inverse agonist of human HTR5A in OPRM1-OPRD1 counter-screen; HTR5A cell line, luminescence, inverse agonism; P47898; 340,000 tested, 0.083% active; inhibition, % at 9.3 µM; in the data active means inhibition mostly above about 23%, no sharp cut-off; inactive means mostly below about 18%;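 further: 0% = cells with DMSO and 100% = no-cell wells with DMSO; some compounds called inactive have numbers as strong as hits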
SR-BI HDL uptake – inhibitors of mouse SR-BI mediated HDL lipid uptake; inhibition, % at 12.5 µM; ldlA[mSR-BI] CHO cells, DiI-HDL uptake fluorescence, 3 h; Q61009; 320,000 tested, 0.96% active;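 active means mean replicate inhibition of at least 70% and a set share of replicates each scoring 70 or more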;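 further: 0% = median of neutral control wells and 100% = median of positive control wells; values of inactives mirror those of a sister screen read the other way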
Target sequence (Q61009 whole entry, looked up): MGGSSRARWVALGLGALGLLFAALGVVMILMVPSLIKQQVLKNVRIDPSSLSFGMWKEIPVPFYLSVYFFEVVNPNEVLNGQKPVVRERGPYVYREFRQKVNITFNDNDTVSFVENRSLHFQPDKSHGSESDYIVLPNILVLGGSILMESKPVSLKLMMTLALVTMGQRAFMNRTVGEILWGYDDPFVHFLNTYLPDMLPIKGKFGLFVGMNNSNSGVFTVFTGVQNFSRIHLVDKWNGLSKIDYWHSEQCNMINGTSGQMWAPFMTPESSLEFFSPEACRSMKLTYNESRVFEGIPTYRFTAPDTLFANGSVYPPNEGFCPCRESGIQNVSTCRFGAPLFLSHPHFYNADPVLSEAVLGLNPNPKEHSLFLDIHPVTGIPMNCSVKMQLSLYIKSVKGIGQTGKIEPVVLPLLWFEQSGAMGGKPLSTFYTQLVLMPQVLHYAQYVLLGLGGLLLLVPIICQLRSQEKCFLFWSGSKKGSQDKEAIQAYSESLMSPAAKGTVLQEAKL
MITF act – increases MITF-driven TRPM1 promoter luciferase signal | SK-MEL-5 TRPM1-promoter luciferase, 24 h; % of positive control, neutral wells = 0 | activation, % at 12.5 µM | 300,000 tested, 0.75% active | AID 588334;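 active means mean activation of at least 80% with every replicate also reaching 80%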;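 further: 0% = neutral control wells and 100% = parthenolide positive control wells; values of inactives mirror those of a sister screen read the other way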
NSD2 inh – inhibitors of human histone methyltransferase NSD2. 310,000 tested, 0.54% active. inhibition, % at 12.5 µM. NSD2 peptide methylation, AlphaScreen, 120 min. AID 743445; in the data active means inhibition above about 50%
HTR5A ag ctr – activates human HTR5A in OPRM1-OPRD1 agonist counter-screen; activation, % at 9.3 µM; P47898; HTR5A agonist assay, luminescence, cell-based; 340,000 tested, 0.61% active; in the data active means activation mostly above about 9.5%, no sharp cut-off; inactive means mostly below about 7.6%;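 further: 0% = cells with vehicle only and 100% = reference agonist; strong numbers were not always called active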
dFosB act – enhances mouse delta FosB homodimer DNA binding; purified delta FosB, TAMRA-CDK5 oligo fluorescence polarization; percent of positive-control signal above neutral wells; activation, % at 25 µM; 340,000 tested, 0.99% active;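 active means mean activation above about 17%, with every replicate also reaching it, limit read from the data, passing the limit was not always enough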;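 further: fluorescence polarization rise as delta FosB binds a TAMRA Cdk5 AP-1 oligo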
Target sequence (P13346 whole entry, looked up): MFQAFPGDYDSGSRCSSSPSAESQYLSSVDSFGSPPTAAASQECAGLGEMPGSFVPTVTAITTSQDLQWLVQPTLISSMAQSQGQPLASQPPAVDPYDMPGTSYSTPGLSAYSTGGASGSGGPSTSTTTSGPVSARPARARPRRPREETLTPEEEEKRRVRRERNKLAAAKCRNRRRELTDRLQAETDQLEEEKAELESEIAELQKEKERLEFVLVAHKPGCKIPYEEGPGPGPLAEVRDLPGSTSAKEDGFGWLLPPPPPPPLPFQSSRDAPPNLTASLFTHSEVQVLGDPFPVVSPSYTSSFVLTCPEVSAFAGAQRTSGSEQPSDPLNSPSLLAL
Wnt bcat act – Wnt/beta-catenin pathway activation; Wnt/beta-catenin reporter cell assay, activator, plate reader; activation, % at 9.35 µM; 300,000 tested, 1.2% active; in the data active means activation above about 30%, passing the limit was not always enough;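 further: 0% = neutral control wells and 100% = positive control wells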
V-ATPase pHluor – regulators of yeast V-ATPase proton transport; 350,000 tested, 0.37% active; AID 504577; response, % at 10 µM; S. cerevisiae, pHLuorin cytosolic pH fluorescence; in the data active means response mostly above about 7.3%, no sharp cut-off; inactive means mostly below about 5.4%; further: actives read high; inactives centre near 0; some compounds called inactive have numbers as strong as hits; reference of the scale not given here
* = called active by the depositor; x = not tested or not shown.

smiles	SR-BI HDL uptake	Wnt bcat act	V-ATPase pHluor	NSD2 inh	HTR5A ag ctr	HTR5A inv ctr	CDK5 p35 inh	dFosB act	PvdQ acylase	MITF act
CC(=O)Nc1cn(-c2ccccc2)nc1-c1ccccc1	2.9	-1.3	1.8	-0.5	3.8	-10.9	0.4	4.1	-9.5	-12.3
Cc1ccc(N2C(=O)CSCC2=O)cc1	-37.4	x	-0.4	1.2	-1.7	-24.1	0.9	3.0	-9.4	6.1
Cc1cccc(Nc2ccccc2)c1	-9.2	x	-0.9	0.8	2.7	-7.7	-0.6	-0.9	-5.3	12.2
CC(=O)Nc1cccc(NC(=O)Nc2ccc(C)c(Cl)c2)c1	23.4	1.8	0.6	-0.9	2.4	-6.8	-3.4	-2.5	-3.5	42.5
CC[C@@H](C)[C@@H]1CN([C@@H](CN2CCC[C@H]2CN2C(N)=NC[C@H]2C(C)C)C(C)C)C(=N)N1CCc1ccc(Cl)c(Cl)c1	-1.0	x	3.1	x	-1.2	4.0	0.6	5.1	-12.1	0.0
NC(=O)C1CCCN(C(=O)c2ccc3oc(Cc4ccc(Cl)cc4)nc3c2)C1 (centres undefined)	8.3	-1.1	-3.3	-1.4	-3.7	9.5	1.8	-9.3	6.1	10.7
CCc1nc2ccccc2c(C(=O)OCC(=O)Nc2cccc(S(=O)(=O)N3CCOCC3)c2)c1C	8.5	x	-0.4	0.8	4.6	-35.2	0.3	-3.5	-13.6	-37.5
Cc1noc(NS(=O)(=O)c2ccc(NC(=O)c3ccc(N4C(=O)c5ccccc5C4=O)cc3)cc2)c1C	-1.8	-1.3	-0.1	-0.1	1.8	-5.0	-1.1	-4.2	0.1	x
Cc1noc(C)c1C(=O)OCC(=O)Nc1ccc(S(N)(=O)=O)cc1	-17.7	-0.5	-1.1	1.8	-5.0	1.3	0.0	-4.5	-14.2	13.7
O=C(NCCO)c1cc([N+](=O)[O-])cc2c1C=Cc1ccccc1O2	-19.2	-0.6	5.8	5.7	-1.1	15.6	-0.8	-3.1	8.0	6.4
O=C(NC1CCCCCC1)C(=S)N1CCCC1	-25.3	0.6	3.4	-3.4	-1.0	2.5	0.3	-11.1	4.8	-4.8
CC1(CO)COC2(OC1)C(=O)Nc1ccccc12 (centres undefined)	-9.7	-0.1	-6.5	0.4	-4.7	-10.2	1.3	-7.3	4.7	10.1
CC(=O)NS(=O)(=O)c1ccc(NC(=O)/C=C/c2ccco2)cc1	-5.5	4.1	-2.0	36.3	2.9	-7.9	-1.7	-3.3	3.8	20.4
Oc1ccccc1/C=N/Nc1cccc2cccnc12	51.6	67.2*	x	1.4	0.2	7.3	1.3	-10.5	-6.7	x
CCC(C)NC(=O)CS(=O)Cc1nc(-c2cccc(C)c2)oc1C (centres undefined)	-30.9	0.6	1.7	x	-0.5	-0.9	0.6	4.4	-2.8	-9.0
COCC1CCCCN1C(=O)c1cccc(OC2CCN(S(C)(=O)=O)CC2)c1 (centres undefined)	-23.7	0.0	0.8	-2.4	4.5	-18.2	1.1	-3.9	8.7	0.1
CCN(CC(=O)Nc1ccc(NC(C)=O)cc1)C(=O)c1n[nH]c(=O)c2ccccc12	-6.6	-1.7	-0.6	-0.8	-3.0	8.2	-2.3	5.4	-11.6	-7.1
CCCc1cc2c(=O)c(-c3ccc4c(c3)OCCO4)coc2cc1OC(=O)c1ccco1	-1.9	x	0.3	-2.7	1.2	12.0	-0.3	-13.3	-7.7	84.2*
CCN1C(=NCCCOC(C)C)N[C@@H](c2ccccc2)[C@H](C(=O)OC)[C@H]1C	-12.5	0.4	1.9	x	4.0	-11.8	-0.6	-2.0	-14.3	30.5
O=C(NC1CCCCC1)c1ccc(-c2cccc([N+](=O)[O-])c2)o1	31.0	32.2*	0.7	0.1	3.9	-10.1	-0.1	-7.9	-10.1	115.7*
Nc1ccc(N2CCN(CCCCN3C(=O)C4CCCN4C3=O)CC2)cc1 (centres undefined)	-20.3	0.4	2.9	22.2	-1.0	17.0	-1.5	8.9	5.5	2.6
O=C(O)c1ccccc1NCN1C(=O)C2CC=C(Cl)CC2C1=O (centres undefined)	-23.2	x	1.2	0.8	5.8	-10.3	-3.1	-1.1	-6.7	-13.8
CCOC(=O)C(Sc1n[nH]c(N)n1)c1ccccc1 (centres undefined)	-2.0	-0.8	2.7	1.5	0.4	-1.0	-4.3	-5.2	-3.4	x
O=c1[nH]nc(-c2ccc(F)cc2)cc1Cc1ccccn1	-17.1	8.6	-0.1	-1.9	x	x	0.2	-3.1	-6.5	x
CCCCOCCCNC(=O)c1ccc(OC)cc1	-37.4	x	0.5	0.9	-10.3	22.6	0.1	-6.0	4.4	4.6
COc1ccc(NC(C)=O)cc1S(=O)(=O)N1CCc2ccccc21	-9.8	1.0	5.7	-0.9	-0.6	1.6	-1.1	-5.0	25.4	3.7
O=c1[nH][nH]c(-c2ccccc2)c1C=Nc1ccc(F)cc1F	-1.0	2.6	4.7	-1.0	4.2	-16.7	1.8	-2.3	11.8	-1.9
Cc1c(C(=O)Nc2ccc3oc(-c4cccnc4)nc3c2)oc2ccccc12	34.7	-8.6	-0.3	-3.7	2.9	-8.7	-0.7	14.8	-0.6	x
Cc1cc(C)n(-c2cc(Cl)ccc2[N+](=O)[O-])n1	-13.8	-5.6	0.0	-4.0	3.1	-5.5	1.6	-6.8	7.1	-10.1
CCCCCCOc1ccc(OC(=O)c2ccncc2)cc1	-15.8	12.6	0.0	0.9	1.8	-8.0	0.6	-2.1	-8.9	9.0
O=C(CC1CCS(=O)(=O)C1)Nc1ccc[nH]c1=O (centres undefined)	10.3	x	-1.9	1.9	2.7	-7.4	1.3	-1.4	-11.5	x
CCOC(=O)C1(CCOc2ccccc2)CCN(Cc2cccs2)CC1	-6.0	-3.2	-2.9	-3.0	-1.5	3.7	-0.4	-6.1	-1.1	-2.6
Cc1ccc(N=Cc2c(O)c3ccccc3n(C)c2=O)cc1	12.4	2.6	-3.9	-6.7	1.6	-5.8	2.9	-35.7	1.9	x
Cc1ccc(C(C(=O)NC2CCCCC2)N(CC2CCCO2)C(=O)CNC(=O)c2cccs2)cc1 (centres undefined)	-32.2	x	2.1	21.6	-6.9	15.9	0.2	2.3	-1.0	7.1
c1cncc(-c2nc(NCc3ccc4c(c3)OCO4)c3ccccc3n2)c1	52.7	0.3	2.9	x	-0.3	1.0	-0.5	-18.1	-17.8	6.9
CC(=O)N1CCC(=NNS(=O)(=O)c2cccc([N+](=O)[O-])c2)CC1	2.1	x	7.0	-3.2	0.9	17.4	1.3	-0.1	-14.2	x
CN(CCCC1CCCC1)C(=O)c1cc(COc2ccc(F)cc2F)on1	-2.6	4.7	-0.6	-3.1	2.9	-5.7	-0.2	-10.7	-10.4	26.6
Nc1cc(N)cc(-c2nc3ccccc3[nH]2)c1	-30.4	x	0.2	6.5	2.9	-6.4	-1.1	-1.8	-14.6	-0.5
Cc1ccc(C(=O)NCC(=O)OCC(=O)Nc2ncc(C(F)(F)F)cc2Cl)cc1	-22.6	-1.7	1.6	-1.8	-1.8	11.9	-0.9	0.1	-15.6	5.8
COc1ccc(S(=O)(=O)N2CCN(c3nc(C)cc(C)n3)CC2)cc1	-7.3	-0.4	4.5	-1.2	-5.1	18.0	0.5	-0.4	-19.4	0.7
CCOC(=O)c1ccc(NC(=S)N2CCN(C)CC2)cc1	21.9	2.2	-1.0	-0.8	-2.4	8.7	-2.8	1.0	-10.7	x
CCOC(=O)N1CCN(C(=O)/C(=C/c2ccc(OC)cc2)NC(=O)c2ccccc2)CC1	21.3	-4.5	-1.4	-3.1	-3.8	-0.2	-2.0	-1.6	7.4	x
CCCCn1c(SCc2ccc(Cl)cc2)nc2c1c(=O)[nH]c(=O)n2C	17.8	-2.1	-2.6	2.2	4.8	-12.2	-0.7	-3.6	1.7	x
CCOc1nc(NCCN2CCOCC2)nc(Nc2ccc(C)cc2)n1	11.6	2.4	2.1	0.3	5.9	4.4	x	-1.5	-5.6	2.9
Cc1ccc(C(=O)NCCNc2ccc(Cl)cc2[N+](=O)[O-])o1	-0.9	x	-2.9	8.3	1.8	-4.3	-0.4	-4.5	-2.9	-7.7
COC(=O)c1ccc(C(=O)OC)c(NC(=S)N2CCC(N3CCCCC3)CC2)c1	x	-5.7	5.1	1.8	-2.0	-21.6	0.3	-6.4	-5.5	16.1
Cc1cc(-c2ccc(S(=O)(=O)N3CCN(C)CC3)s2)on1	-4.6	-0.6	3.6	-1.6	1.9	-5.5	x	-4.6	-16.0	-5.3
COC(=O)C1=C(C)N(Cc2ccco2)C(=O)N[C@@H]1c1ccc(Br)cc1	-7.0	-6.8	-1.2	x	5.2	-28.4	-1.6	1.4	-13.1	8.8
CN(C)c1ccc(NC(=O)CN2C(=O)CC(c3ccccc3)=Nc3ccccc32)cc1	x	x	1.4	1.5	2.0	-2.8	0.3	-6.0	5.8	-24.4
CCOC(=O)c1c(C)c(C(=O)NCc2cccnc2)c(C)n1C	-27.8	-2.3	1.1	-1.4	7.3	-1.7	-0.4	-4.3	-10.4	1.4

The results go on:
smiles	SR-BI HDL uptake	Wnt bcat act	V-ATPase pHluor	NSD2 inh	HTR5A ag ctr	HTR5A inv ctr	CDK5 p35 inh	dFosB act	PvdQ acylase	MITF act
COCCNC(=O)c1onc(CSc2ccccc2)c1C(=O)NCCOC	1.7	8.0	-1.2	x	7.9	-23.2	-0.7	5.2	-1.0	x
Cc1ccccc1NC(=O)COc1cccc2c1CCNC2=O	7.4	3.9	2.7	-0.8	-1.4	4.3	-1.8	0.8	-3.7	-2.8
CSC(=Nc1ccccc1)C1=C(O)COC1=O	-20.1	-0.4	9.3	1.6	1.2	0.1	-0.8	-0.4	7.3	9.3
COc1ccc(C)cc1NC(=O)CN(c1ccc(F)cc1)S(C)(=O)=O	11.6	-7.0	-2.8	-5.9	5.4	1.1	3.6	3.6	6.0	10.1
Cc1cc(C)c(NC(=O)COC(=O)c2cc([N+](=O)[O-])ccc2N2CCOCC2)c(C)c1	46.7	1.0	-2.1	-0.8	-0.4	-18.6	3.0	-8.1	9.7	-5.4
COC(=O)c1ccc(C2CC(=O)Nc3cc(OC)c(OC)cc32)cc1 (centres undefined)	11.3	-0.5	-2.5	1.7	-3.6	-0.6	-1.1	-11.5	7.9	-12.1
CCC(=O)NNc1ncnc2ccccc12	-25.9	28.1	-1.3	-1.3	1.5	-3.9	-0.9	-3.0	-3.0	6.3
CCOC(=O)C1CCCN(C(=O)c2ccc(S(=O)(=O)N3CCOCC3)cc2)C1 (centres undefined)	-18.5	1.6	6.0	-1.7	-1.5	-4.7	0.9	0.3	4.3	-7.0
CCOC(=O)C(C)Sc1nnc2c3ccccc3n(C)c2n1 (centres undefined)	6.7	0.3	0.0	-0.7	-4.9	16.8	0.8	0.0	-5.8	x
Cc1cc(C)cc(NC(=S)N2CCN(CCO)CC2)c1	-27.5	x	5.2	-1.2	-3.1	10.6	0.8	1.0	7.3	-12.2
Cc1ccc(NC(=S)N(CCCN2CCOCC2)Cc2ccco2)cc1Cl	-10.1	x	5.4	2.3	-1.9	-18.4	0.3	-3.7	-4.2	-3.5

Screening results (PubChem)
